# Source: PubChem BioAssay
# Avidin fluor: compound fluoresces at 488/530 nm on avidin beads; compound fluorescence 488/530 nm, flow cytometry; stronger effect = higher value; fluorescence (KMESF) at 10 µM; 220,000 tested, 0.38% active; in the data active = fluorescence above about 47; note: inactives centre near 10
# HRas wt GTP bind: human HRas wildtype GTP binding, change in either direction; P01112; GTP binding activity, % at 10 µM; 190,000 tested, 0.14% active; GST-Ras wt beads, Bodipy-FL-GTP binding, flow cytometry; actives lie on both sides;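 active = GTP binding activity at least 20% away from the 100% baseline, either lowered as inhibitor or raised as activator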;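 note: 0% = unlabeled GTP competition control and 100% = no-compound control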
# Target sequence (P01112 whole entry, looked up): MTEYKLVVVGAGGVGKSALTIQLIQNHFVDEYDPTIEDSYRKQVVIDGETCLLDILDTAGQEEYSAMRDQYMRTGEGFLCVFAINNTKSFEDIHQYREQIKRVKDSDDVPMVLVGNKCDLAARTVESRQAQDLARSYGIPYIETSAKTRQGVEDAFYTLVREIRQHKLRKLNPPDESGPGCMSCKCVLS
# Rac1 act GTP bind: human Rac1 activated mutant GTP binding change; P63000; GST-Rac1 activated beads, fluorescent GTP binding, flow cytometry; actives lie on both sides; 100% means binding = to untreated wells; percent activity (GTP binding), % at 10 µM; 190,000 tested, 0.11% active; AID 764;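 active = GTP binding at least 20 percentage points away from the 100% baseline, in either direction, so actives lie on both sides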
# Cdc42 wt GTP: human Cdc42 wildtype GTP binding change, either direction; AID 761; GST-Cdc42 beads, Bodipy-GTP binding, flow cytometry; actives lie on both sides; 190,000 tested, 0.2% active; P60953; percent activity (GTP binding), % at 10 µM;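 active = percent activity GTP binding at least 20 points away from the 100% baseline, either down as inhibitor or up as activator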;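 note: median bead fluorescence of bound Bodipy-FL-GTP at 100 nM; 0% = excess unlabeled GTP control and 100% = no compound control; below 100% means less GTP binding so inhibitor and above means activator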
# Target sequence (P60953 whole entry, looked up): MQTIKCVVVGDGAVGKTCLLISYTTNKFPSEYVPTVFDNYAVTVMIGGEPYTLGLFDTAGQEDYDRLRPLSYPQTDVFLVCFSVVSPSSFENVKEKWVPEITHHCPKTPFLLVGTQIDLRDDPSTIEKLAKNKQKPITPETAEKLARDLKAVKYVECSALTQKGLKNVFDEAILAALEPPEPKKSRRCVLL
# Bim-Mcl-1: disrupts Bim peptide binding to human Mcl-1. Q07820. inhibition, % at 10 µM. 190,000 tested, 0.1% active. Bead-based flow cytometry, Bim peptide-Mcl-1 binding; in the data active = inhibition above about 40%;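 note: 0% = no compound tracer wells and 100% = peptide blocker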
# Target sequence (Q07820 whole entry, looked up): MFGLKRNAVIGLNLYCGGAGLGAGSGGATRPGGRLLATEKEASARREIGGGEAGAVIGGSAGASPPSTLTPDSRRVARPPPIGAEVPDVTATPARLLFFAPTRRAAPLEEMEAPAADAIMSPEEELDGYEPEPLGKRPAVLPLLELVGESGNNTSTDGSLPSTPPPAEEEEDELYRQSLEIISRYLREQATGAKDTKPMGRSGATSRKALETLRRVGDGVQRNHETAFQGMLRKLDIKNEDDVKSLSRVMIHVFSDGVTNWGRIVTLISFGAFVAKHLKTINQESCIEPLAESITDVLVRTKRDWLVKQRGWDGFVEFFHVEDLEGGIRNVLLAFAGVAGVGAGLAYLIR
# Pf gamet viab: kills late stage P. falciparum gametocytes; 150,000 tested, 0.065% active; P. falciparum stage V gametocytes, ATP luminescence, 24 h; AID 743093; inhibition, % at 10.9 µM;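 active = inhibition above the mean plus 3 SD of compounds within the control limits, set per campaign, cut at about 38% in these data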;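 note: 0% = DMSO wells and 100% = medium only without gametocytes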
# Rab7 wt modul: alters GTP binding to wildtype dog Rab7; GST-Rab7 beads, fluorescent GTP binding, flow cytometry; actives lie on both sides; untreated = 100%, excess cold GTP = 0%; GTP binding activity (percent of control), % at 10 µM; 190,000 tested, 0.055% active; AID 758;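 active = fluorescent GTP binding to Rab7 beads changed by at least 20 points from the 100% baseline, either direction, mostly lower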;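 note: median green fluorescence of bound Bodipy-FL-GTP per Rab7 bead population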
# Rac1 wt modul: alters GTP binding to wildtype human Rac1; GST-Rac1 beads, fluorescent GTP binding, flow cytometry; actives lie on both sides; 0 = cold GTP competed, 100 = untreated; GTP binding activity (% of control), % at 10 µM; 190,000 tested, 0.27% active;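 active = GTP binding activity at least 20 points away from the 100% control level, either lower or higher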
# Rab2 wt GTP: changes GTP binding to wildtype dog Rab2A, up or down. P61105. GST-Rab2 wt beads, Bodipy-GTP binding, flow cytometry. GTP binding activity, % at 10 µM. 190,000 tested, 0.19% active;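 active = GTP binding activity at least 20 points away from 100%, either lowered or raised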;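 note: 0% = beads with excess unlabeled GTP and 100% = no-compound control corrected for plate trend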
# Mcl1 Noxa PPI: Mcl-1/Noxa interaction inhibition; inhibition, % at 21.7 µM; 220,000 tested, 1.5% active; TR-FRET Mcl-1/Noxa peptide binding, 2 h;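 active = compounds that cut the protein-peptide binding signal by more than 50% relative to plate controls in a single-dose test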;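 note: His-tagged Mcl-1 with rhodamine Noxa BH3 peptide and terbium anti-His antibody; 0% = Mcl-1 plus Noxa peptide wells and 100% = peptide-only wells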
# Mcl1 Bid PPI: disrupts binding of human Mcl-1 to Bid peptide | Q07820 | TR-FRET Mcl-1/Bid-Dy647 peptide binding, 1536-well | inhibition, % at 21.7 µM | 220,000 tested, 0.97% active;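 active = compounds that cut the binding signal by more than half at the single screening dose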;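 note: His-tagged Mcl-1 with europium anti-His antibody binding Bid BH3 peptide; 0% = Mcl-1 plus peptide wells and 100% = peptide-only wells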
# * = called active by the depositor; . = no result given.
SMILES,Mcl1 Bid PPI,Mcl1 Noxa PPI,Rab7 wt modul,Cdc42 wt GTP,Avidin fluor,HRas wt GTP bind,Bim-Mcl-1,Rab2 wt GTP,Rac1 act GTP bind,Rac1 wt modul,Pf gamet viab
COc1ccc(CONS(=O)(=O)c2ccc(NC(C)=O)cc2)cc1Cl,-8.5,12.9,99.0,101.0,8,102.0,-3.0,102.0,101.0,110.0,.
CCOC(=O)c1ccc2[nH]c(C)c(CCC(C)=O)c(=O)c2c1,1.3,12.3,96.0,94.0,11,94.0,0.0,93.0,95.0,93.0,.
CCCN(CCC)C(=O)CC(c1ccccc1)c1cc(C)ccc1O (configuration not stated),7.1,3.2,102.0,102.0,35,101.0,1.0,100.0,99.0,104.0,.
O=S(=O)(c1ccc2c(c1)OCCO2)N1CCC(n2nnc3cc(F)ccc32)CC1,-1.7,-1.4,98.0,105.0,39,98.0,-2.0,100.0,96.0,104.0,.
COc1ccccc1NCC(=O)Nc1cc(S(=O)(=O)N2CCOCC2)ccc1N1CCOCC1,-50.5,18.6,110.0,98.0,9,101.0,-5.0,104.0,101.0,100.0,.
COc1ccc(C2CC(c3ccccc3)=NN2c2ccc(/C=N/NC(=O)c3ccncc3)cc2)cc1 (configuration not stated),-21.5,10.6,96.0,98.0,9,99.0,1.0,99.0,96.0,98.0,.
Cc1ccc2c(c1)C=CC(C)(C)S2(=O)=O,-6.5,0.9,100.0,104.0,2,104.0,0.0,103.0,103.0,104.0,-4.2
Cc1cc(NC(=S)NC(=O)c2ccccc2)ccc1-c1cc2ccccc2oc1=O,-21.9,12.3,101.0,100.0,12,101.0,-2.0,100.0,102.0,105.0,-7.3
COc1ccc(S(=O)(=O)N(CCc2ccccc2)CC(N)=O)cc1,4.2,0.1,104.0,100.0,10,99.0,1.0,100.0,96.0,102.0,6.0
COc1ccc(-c2[nH]ncc2CN2CCC(N3CCSCC3)CC2)cc1F,-12.0,2.8,103.0,99.0,13,101.0,-2.0,102.0,98.0,106.0,-4.5
CSC(=S)N/N=C/c1ccccc1,-51.8,-6.6,97.0,93.0,10,94.0,-3.0,96.0,93.0,96.0,-26.4
CCN(CC)S(=O)(=O)c1ccc(NC(=O)CSc2cccc[n+]2[O-])cc1,-10.1,5.2,105.0,103.0,9,104.0,-3.0,101.0,100.0,111.0,.
Cc1csc(NC(=O)CS(=O)(=O)Cc2ccccc2)n1,-16.1,23.2,104.0,98.0,11,100.0,-6.0,98.0,95.0,105.0,-20.9
COC(=O)Nc1sc2c(c1C(=O)N1CCOCC1)CCC(C)C2 (configuration not stated),-5.5,16.7,102.0,103.0,24,103.0,-4.0,103.0,102.0,106.0,.
Nc1nc(SCC(=O)Nc2ccccc2)[nH]c(=O)c1NC(=O)c1cccs1,-15.6,3.5,100.0,99.0,6,100.0,0.0,102.0,98.0,103.0,.
CCOc1ccccc1OCC(=O)NN1Cc2ccccc2C1=N,-20.4,11.6,97.0,103.0,7,101.0,0.0,101.0,98.0,100.0,-23.4
O=C(O)c1ccc(CN2C(=O)c3ccccc3S2(=O)=O)cc1,-85.6,-27.6,101.0,102.0,12,101.0,-5.0,100.0,100.0,104.0,12.3
Cc1cc2ccccc2n1CCNC(=O)C(C)(C)C,-35.7,-7.0,98.0,101.0,6,98.0,1.0,99.0,96.0,100.0,.
CCCCNC(=O)CNC(=S)N(Cc1ccccc1)Cc1cccnc1,-33.8,11.2,101.0,95.0,13,99.0,4.0,99.0,99.0,98.0,.
CCOc1ccc(CCNC(=O)Cn2ccc3ccccc3c2=O)cc1OCC,4.8,12.0,95.0,97.0,13,97.0,-4.0,96.0,96.0,100.0,4.0

# Shown with two lines to a compound: 2 of the compounds above.
# Under each structure – Mcl1 Bid PPI | Mcl1 Noxa PPI | Rab7 wt modul | Cdc42 wt GTP | Avidin fluor | HRas wt GTP bind | Bim-Mcl-1 | Rab2 wt GTP | Rac1 act GTP bind | Rac1 wt modul | Pf gamet viab
COc1ccc(-c2[nH]ncc2CN2CCC(N3CCSCC3)CC2)cc1F
→ -12.0 | 2.8 | 103.0 | 99.0 | 13 | 101.0 | -2.0 | 102.0 | 98.0 | 106.0 | -4.5
CSC(=S)N/N=C/c1ccccc1
→ -51.8 | -6.6 | 97.0 | 93.0 | 10 | 94.0 | -3.0 | 96.0 | 93.0 | 96.0 | -26.4

# Later entries.
SMILES,Mcl1 Bid PPI,Mcl1 Noxa PPI,Rab7 wt modul,Cdc42 wt GTP,Avidin fluor,HRas wt GTP bind,Bim-Mcl-1,Rab2 wt GTP,Rac1 act GTP bind,Rac1 wt modul,Pf gamet viab
COc1cc(C2NC(=O)NC(C)=C2C(=O)OC(C)C)ccc1OC(=O)c1ccco1 (configuration not stated),-6.2,-2.0,102.0,101.0,8,99.0,-3.0,102.0,101.0,104.0,.
Cc1cccc(-n2cnc(C(=O)Nc3cccnc3)c2)n1,1.3,-6.8,100.0,100.0,22,101.0,-2.0,101.0,101.0,103.0,8.7
O=C(Nc1ncn[nH]1)c1cc(S(=O)(=O)Nc2cccc(C(F)(F)F)c2)ccc1Cl,-4.6,22.0,104.0,96.0,9,98.0,-2.0,98.0,94.0,100.0,-7.1
Cn1cc(S(=O)(=O)CC(=O)N2CCc3ccccc32)c2ccccc21,3.3,-3.7,99.0,100.0,25,100.0,-5.0,99.0,97.0,102.0,.
COc1cccc(-n2c(Cc3cc(=O)[nH]c(=O)[nH]3)nnc2SCC(=O)NC2CCCC2)c1,-18.3,11.4,98.0,105.0,4,101.0,-2.0,101.0,97.0,105.0,.
O=C1COc2ccc(C(=O)COC(=O)Cc3ccsc3)cc2N1,5.7,-2.9,103.0,94.0,11,98.0,-5.0,99.0,94.0,96.0,-5.4
CC(=O)c1ccc(N2CCN(C(=O)c3ccc4nc[nH]c4c3)CC2)cc1,-3.6,-0.5,101.0,101.0,4,98.0,0.0,97.0,100.0,104.0,-14.1
COc1ccc(Cc2nc(-c3cccs3)no2)cc1,-28.8,1.9,94.0,93.0,10,96.0,2.0,94.0,96.0,96.0,-10.8
O=C(N/N=C/c1cccc([N+](=O)[O-])c1)C1CC(=O)N(c2ccc(F)cc2)C1 (configuration not stated),-10.9,32.9,101.0,101.0,4,100.0,0.0,99.0,99.0,101.0,-13.4
O=C(NC1=NCCS1)c1ccc(Br)s1,-26.3,-10.5,102.0,104.0,4,101.0,5.0,100.0,100.0,105.0,.
O=C(NC1CCN(C(=O)Nc2cccc(F)c2)CC1)C1CCCCC1,-9.3,-0.5,99.0,102.0,35,102.0,-2.0,102.0,100.0,102.0,18.1
CN(Cc1ncc[nH]1)C(=O)CC1C(=O)NCCN1Cc1c(F)cccc1Cl (configuration not stated),-46.3,7.6,104.0,95.0,10,96.0,0.0,98.0,96.0,95.0,7.3
Cc1ccc(S(=O)(=O)N2CCN(C(=O)COc3ccc(-c4nnco4)cc3)CC2)cc1,-12.8,11.9,100.0,101.0,19,100.0,-2.0,100.0,101.0,104.0,.
CCO[C@@H]1OC(C(=O)N2CCN(C)CC2)=C[C@H](c2csc3ccccc23)[C@H]1CCCO,-2.8,-2.8,104.0,95.0,6,97.0,0.0,97.0,95.0,97.0,-19.0
O=C(c1nc2ccccc2s1)N1CCSCC1,-3.0,14.2,91.0,94.0,11,96.0,0.0,94.0,97.0,95.0,.
COc1nonc1NCn1nc(C)cc1C,-14.7,10.0,100.0,101.0,11,101.0,-2.0,98.0,100.0,104.0,1.2
Cc1cc(NC(=O)CSc2nnc(CNc3cccc(C(F)(F)F)c3)n2Cc2ccco2)no1,-7.5,-5.8,98.0,103.0,6,100.0,-2.0,102.0,99.0,101.0,19.8
COc1cccc(C(=O)Oc2cc(N)n(S(=O)(=O)c3ccc(C)cc3)n2)c1OC,3.5,8.6,97.0,106.0,7,105.0,-3.0,104.0,99.0,102.0,0.8
O=C1CN(/N=C/c2ccc([N+](=O)[O-])o2)C(=O)N1,-12.8,0.0,103.0,101.0,8,101.0,-3.0,100.0,99.0,100.0,.
O=C(Nc1cccnc1)OC1CCCCC1,-1.9,25.4,106.0,98.0,21,100.0,0.0,100.0,98.0,102.0,.
c1ccc2[nH]c(SCc3cn4cccnc4n3)nc2c1,-9.7,10.8,102.0,102.0,6,103.0,-7.0,103.0,102.0,106.0,8.6
c1ccc2c(c1)CCCn1nnnc1-2,-12.9,2.5,103.0,104.0,17,102.0,4.0,102.0,101.0,106.0,-13.2
CC1CCN(C(=O)c2ccc(S(=O)(=O)Cc3ccccc3F)c([N+](=O)[O-])c2)CC1,-35.0,6.3,95.0,99.0,13,100.0,-9.0,101.0,100.0,98.0,-4.5
CCCCSc1[nH]c(=O)c(C(=O)OCC)cc1C#N,30.0,34.0,96.0,97.0,10,97.0,-3.0,94.0,94.0,103.0,-6.0
CC(C)NC(=O)NC(=O)COC(=O)/C=C/c1ccccc1[N+](=O)[O-],1.0,28.0,95.0,94.0,22,94.0,0.0,95.0,93.0,97.0,2.8
CCCCOc1ccc(C(=O)Nn2c(-c3cccs3)nc3ccccc3c2=O)cc1,0.5,-10.1,94.0,96.0,2,100.0,-2.0,92.0,95.0,96.0,-6.6
COc1ccc2cc(C(=O)Nc3ccc(Cl)cc3)sc(=O)c2c1OC,19.1,1.3,96.0,101.0,17,98.0,2.0,97.0,99.0,102.0,.
CCN(CC)C(=O)CSC1c2ccccc2C(=O)N1c1ccccc1 (configuration not stated),-19.1,12.3,95.0,102.0,7,103.0,0.0,104.0,102.0,102.0,.
COc1cccc(C(=O)NN2CC(O)=C(c3nc4ccccc4s3)C2=N)c1,-21.1,13.2,97.0,97.0,7,96.0,1.0,96.0,97.0,97.0,.
COc1ccc(C(=O)NC2CCN(C(=S)Nc3ccc(C)cc3)CC2)cc1,-16.4,4.1,104.0,97.0,4,100.0,1.0,98.0,97.0,101.0,-29.7
Cc1ccc(/C=C\c2nccc3c2[nH]c2ccccc23)cc1,-16.4,20.2,95.0,93.0,8,93.0,0.0,92.0,93.0,97.0,-7.7
COc1cccc(CN(CC2CCCO2)C(=O)c2cc3ccccc3oc2=O)c1 (configuration not stated),6.6,4.9,94.0,94.0,6,92.0,-1.0,95.0,94.0,97.0,1.6
O=C(O)c1ccccc1C(=O)N1N=C2/C(=C/c3cccc([N+](=O)[O-])c3)CCCC2C1c1cccc([N+](=O)[O-])c1 (configuration not stated),-5.8,38.6,83.0,81.0,11,83.0,-1.0,81.0,81.0,88.0,1.2
Fc1cccc(F)c1CN1CCN(c2ncccn2)CC1,34.5,9.4,100.0,102.0,14,103.0,-3.0,103.0,100.0,105.0,11.1
Cc1ccc(N2C(=O)C3C(C2=O)C2C=CC3C23CC3)c([N+](=O)[O-])c1 (configuration not stated),36.0,19.2,105.0,95.0,30,99.0,0.0,97.0,95.0,97.0,-4.8
O=S(=O)(c1ccccc1Cl)N1CCCC(c2nc(-c3cccnc3)no2)C1 (configuration not stated),-10.5,-5.7,99.0,104.0,22,102.0,-1.0,99.0,98.0,108.0,16.4
